Source: PubChem BioAssay
RAM network inh: yeast RAM network inhibition; S. cerevisiae dse1pr::URA3 reporter, 5-FOA growth OD615, 2 d; analog-sensitive cbk1-as2 kinase mutant strain; inhibition, % at 50 µM; hit rate 1.8% among 190,000; AID 868;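 active = inhibition above a set limit, 3 SD over mean compound inhibition, cut at about 8.4% in these data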;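 note: 0% = DMSO-only wells with no growth and 100% = 10 µM 1-NA-PP1 full growth; inhibition rescues growth on 5-FOA so higher OD means more RAM inhibition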
S1P3 antag: blocks the human S1P3 receptor; Q99500; CHO S1P3 NFAT-BLA reporter, FRET fluorescence, antagonist mode; inhibition, % at 4.98 µM; hit rate 0.27% among 170,000; AID 485;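 active = inhibition above the plate cutoff, the mean inhibition of test wells on that plate plus 3 SD, cut at about 28% in these data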;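 note: cells challenged with S1P at its EC80 of 0.8 µM; blue over green emission ratio from cleaved BLA substrate after 4 h stimulation; 0% = S1P-stimulated wells and 100% = unstimulated DMSO-only wells; some compounds past the cut are filed as inactive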
Target sequence (Q99500 whole entry, looked up): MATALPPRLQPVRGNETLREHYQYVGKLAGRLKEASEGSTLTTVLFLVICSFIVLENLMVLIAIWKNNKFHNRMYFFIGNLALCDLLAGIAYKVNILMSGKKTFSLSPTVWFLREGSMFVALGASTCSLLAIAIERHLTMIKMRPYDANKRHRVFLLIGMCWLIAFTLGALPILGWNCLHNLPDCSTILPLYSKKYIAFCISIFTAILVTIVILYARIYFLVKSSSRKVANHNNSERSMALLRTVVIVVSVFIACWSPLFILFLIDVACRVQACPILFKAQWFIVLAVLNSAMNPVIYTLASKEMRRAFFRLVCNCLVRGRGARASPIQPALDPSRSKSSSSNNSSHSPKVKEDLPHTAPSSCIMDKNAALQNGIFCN
PMI act satM6P: increases human PMI activity with near-saturating mannose 6-phosphate; P34949; coupled PMI enzyme assay, resazurin fluorescence, 20 min; stronger effect = higher value; 1 = untreated enzyme, 0 = substrate-free blank; activation factor at 20 µM; hit rate 0.34% among 190,000; AID 1216;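 active = activation factor of 2 or more at 20 µM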
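Test system: human phosphomannose isomerase with PGI, G6PDH, diaphorase coupling enzymes; Amount: PMI at 15 ng/mL final; Reagent: Mannose-6-phosphate 1.0 mM (near-saturating) plus 0.22 mM NADP+; Timing: 20 min, room temperature; Technique: resorufin fluorescence at Ex 544/Em 590 nm; Dosing: 20 µM single dose.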
Hsp70 act: transcriptional activators of Hsp70. hit rate 0.04% among 200,000. HeLa Hsp70 promoter luciferase reporter, luminescence; scaled: vehicle 0, proteasome-inhibitor control 100%. activation, % at 10 µM;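 active = activation above the mean across all tested compounds plus 3 SD, cutoff set per campaign, cut at about 5.5% in these data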;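 note: 100% = MG132 at 30 µM as the positive control and 0% = DMSO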
PMI activator: increases human mannose-6-phosphate isomerase activity; activation factor at 20 µM; P34949; hit rate 0.005% among 190,000; purified human PMI, coupled resazurin fluorescence, 20 min; stronger effect = higher value; 1 = vehicle control, 0 substrate-free wells;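 active = activation factor of 2 or more at 20 µM, relative to plate controls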
DTT redox prof: compounds producing H2O2 with reducing agent – biochemical, NIH compound library profiling, artefact control for MLSCN library redox annotation, primary screen. DTT-dependent redox cycling H2O2, phenol red/HRP absorbance; 100% = 100 µM peroxide control, 0% = buffer. activation, % at 10 µM. hit rate 0.03% among 200,000. AID 878;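 active = activation of at least 50% relative to the plate's high and low controls in the primary single-dose screen; inactive = activation below 50%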;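 note: compound incubated with DTT at 0.8 mM final as the reducing agent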
TNAP inh noacc: inhibitors of human TNAP without phosphate acceptor; AID 1012; P05186; hit rate 0.26% among 200,000; purified TNAP, CDP-star luminescence, 30 min; inhibition, % at 20 µM;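 active = tissue-nonspecific alkaline phosphatase inhibition above about 50% at 20 µM in the single-dose screen, limit read from the data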;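 note: 0% = DMSO negative control and 100% = EDTA positive control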
Target sequence (P05186 whole entry, looked up): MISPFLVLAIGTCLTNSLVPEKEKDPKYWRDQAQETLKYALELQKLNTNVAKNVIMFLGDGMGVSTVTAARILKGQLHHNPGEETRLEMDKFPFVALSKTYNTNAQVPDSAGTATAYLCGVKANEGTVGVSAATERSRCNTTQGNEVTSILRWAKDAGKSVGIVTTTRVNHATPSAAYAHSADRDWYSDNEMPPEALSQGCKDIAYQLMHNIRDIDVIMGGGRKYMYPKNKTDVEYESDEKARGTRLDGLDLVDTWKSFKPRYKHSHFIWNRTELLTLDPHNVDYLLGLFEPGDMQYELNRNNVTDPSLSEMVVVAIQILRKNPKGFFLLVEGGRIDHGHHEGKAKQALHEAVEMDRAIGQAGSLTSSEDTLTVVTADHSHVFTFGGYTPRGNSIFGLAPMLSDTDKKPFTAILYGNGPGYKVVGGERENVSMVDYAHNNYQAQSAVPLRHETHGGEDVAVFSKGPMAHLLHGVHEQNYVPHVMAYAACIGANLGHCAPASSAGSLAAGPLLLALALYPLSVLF
Lmaj promast: reduces viability of Leishmania major promastigotes | resazurin fluorescence viability | AID 1063 | hit rate 9% among 200,000 | inhibition, % at 10 µM; in the data active = inhibition above about 50%;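 note: promastigotes grown with compound for 44 hours at 28 °C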
HMGR II inh: E. faecalis class II HMG-CoA reductase inhibition; hit rate 0.41% among 190,000; AID 1066; inhibition, % at 10 µM; purified E. faecalis HMGR, NADPH absorbance 340 nm kinetic;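 active = inhibition above a set limit, the median over all tested compounds plus 3 SD, cut at about 9.5% in these data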;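 note: enzyme runs in reverse so mevalonate oxidation gives rising NADPH absorbance; 0% = complete reaction with DMSO and 100% = background rate lacking mevalonate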
TNAP inh hi DEA: blocks human TNAP under high phosphate acceptor concentration | inhibition, % at 20 µM | AID 1135 | hit rate 0.03% among 200,000 | purified TNAP, CDP-star luminescence, 1 M DEA;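 active = over 50% inhibition of tissue-nonspecific alkaline phosphatase at 20 µM in the single-dose screen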;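 note: plate controls were DMSO wells for no effect and EDTA-quenched wells as full inhibition for full effect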
* hit, by the source's call; x = no result given.

SMILES	RAM network inh	S1P3 antag	PMI act satM6P	Hsp70 act	PMI activator	DTT redox prof	TNAP inh noacc	Lmaj promast	HMGR II inh	TNAP inh hi DEA
O=C(COC(=O)c1ccc(Cl)s1)c1cc2ccccc2o1	3.4	x	1	-0.4	1	0.1	-4.4	-9.4	1.5	-2.2
Cc1cc(C)n2nc(SCCC(=O)NCc3ccccc3)nc2n1	0.6	-8.1	1	0.4	1	-1.8	-6.7	5.5	1.4	0.7
O=C(CSc1nn(-c2ccccc2)c(=S)s1)NC(=O)NCc1ccco1	5.5	x	1.1	-0.3	1.1	-17.3	-3.6	4.8	-1.1	-10.9
O=C(N/N=C/c1ccc(Cl)cc1Cl)c1n[nH]c2c1CCCC2	2.9	-9.0	1	0.0	1	0.0	-79.2	0.4	-4.3	-3.2
Cc1cc([N+](=O)[O-])ccc1NC(=O)c1ccco1	-0.2	12.6	0.9	-0.2	0.9	0.1	-5.1	-3.7	5.8	-3.9
O=C1c2cccnc2-c2ncccc21	0.0	-30.0	1	-0.4	0.9	0.0	-5.0	-0.2	-0.6	-1.3
CC1CC(C)CN(CCCNC(=O)Cc2c(C(=O)O)[nH]c3ccccc23)C1 (stereo unspecified)	1.3	x	1.1	-0.6	1	-1.2	-9.3	3.7	-3.6	-4.6
O=C1OC(Nc2ccc(F)cc2F)c2ccccc21 (stereo unspecified)	0.3	-6.0	1	-0.2	1.1	-0.1	-17.1	-3.0	-2.6	-8.5
CCOC(=O)c1cnc(-c2ccccc2O)nc1Cl	1.2	-6.3	1.2	-0.2	1.3	0.9	-10.6	4.6	-0.1	-2.8
O=C(NCc1ccco1)C1Cc2ccccc2CN1C(=O)c1ccco1 (stereo unspecified)	2.4	2.3	1	-0.1	1	-0.4	-13.0	3.7	-4.4	-5.9
CCOC(=O)CSC1=N/C(=C\c2cc(OC)c(OC)c(OC)c2)C(=O)N1C	2.4	-2.5	0.9	-0.3	0.9	0.3	-6.6	-0.9	-4.9	-4.7
COc1cc(C(=O)N2CCN(C(=O)c3ccccc3)CC2)cc(OC)c1OC	-1.4	-67.4	1.1	0.0	1.1	1.9	-14.2	-5.4	4.5	-4.6
CN(c1ccccc1C(=O)NCc1ccccn1)S(C)(=O)=O	2.5	-33.8	1	-0.1	1	-3.6	-8.3	-7.2	-0.6	-3.4
CCOc1ccccc1C(=O)NCC(=O)O	1.4	-5.2	1.2	-0.2	1.4	0.1	-20.7	-10.2	-3.9	-6.9
Cc1ccc(S(=O)(=O)N2CCN(C(=O)CSc3nc4ccccc4o3)C2)cc1	2.5	-15.8	0.9	0.4	1	3.1	-5.2	-4.6	-8.6	-0.5
COc1ccc(C(CC(=O)O)NC(=O)c2ccccc2[N+](=O)[O-])cc1 (stereo unspecified)	1.8	-12.8	1.1	-0.1	0.9	0.3	-3.9	-4.5	-4.7	0.7
CCOc1ncccc1C(=O)OCC(=O)c1cccc(Br)c1	-1.3	-3.1	0.9	0.3	1	-1.8	-14.7	-6.8	2.2	-4.0
O=C1CC(N2CCN(C3CC(=O)N(CCc4ccccc4)C3=O)CC2)C(=O)N1CCc1ccccc1 (stereo unspecified)	0.1	-28.2	0.8	-0.2	0.8	2.0	-3.4	2.1	-2.3	-0.6
Cc1cc(-c2ccccc2)[nH]c(=O)c1S(=O)(=O)c1ccccc1	1.7	x	1	-0.3	1	1.9	-7.6	-10.5	1.4	-2.2
Cc1cccc(Cc2c(C)nc3c(C(=O)NCc4ccco4)cnn3c2C)c1	1.9	6.5	1	-0.3	1	1.1	-4.7	24.6	0.2	-4.1
CCOc1ccc(NC(=O)CN(C)c2ccc(S(=O)(=O)N(C(C)C)C(C)C)cn2)cc1OCC	1.4	x	1	-0.1	0.9	0.0	-16.3	0.7	1.0	-3.6
CCOC(=O)c1c(-c2ccccc2)csc1NC(=O)c1nn(CC)cc1Br	2.8	-11.8	0.8	-0.1	0.8	-0.4	-5.7	13.3	0.9	0.7
Cn1c(Cn2c(=O)sc3ccccc32)nnc1SCC(=O)N1CCN(c2ccccc2)CC1	0.5	-11.8	1.1	-0.5	1.1	-2.1	-10.0	-3.3	-0.3	-1.2
Cc1ccc(S(=O)(=O)N(C)CC(=O)O/N=C(\N)c2ccccn2)cc1	0.4	x	1	-0.3	0.9	-2.9	-8.9	-0.7	1.5	-0.7
Cc1cc(NC(=O)CCN2C(=O)C3C4CCC(C4)C3C2=O)cc(C)c1Br (stereo unspecified)	-0.4	x	0.7	-0.5	0.8	2.1	-3.3	-3.4	-6.3	-3.6
COc1cc2c(cc1OC)CN(C(C)C(=O)N1CCc3ccccc31)CC2 (stereo unspecified)	0.1	x	1	0.4	1	0.6	-12.2	-1.4	19.2*	-4.3
COC(=O)c1cccc(-n2c(C)cc(C=O)c2C)c1C	2.3	-3.2	1	-0.4	1	-0.2	-7.7	-2.3	0.8	-4.6
O=C1CC2(CCCCC2)Oc2ccc(OCC(=O)N3CCOCC3)cc21	-0.4	-20.1	1.2	0.0	1.2	-11.4	-7.9	-3.1	-2.9	-2.9
Cc1ccc(Sc2nc3ccc(C)cn3c(=O)c2/C=N/O)cc1	3.9	-10.3	1	-0.2	1	0.1	-12.8	14.3	-6.3	-3.8
CCOC(=O)Cc1csc(NC(=O)CSc2nnc(-c3ccncc3)o2)n1	2.3	-5.0	1	-0.2	1	0.0	-2.2	51.1*	-1.3	-3.7
Cn1c(-c2ccc3c(c2)OCO3)cnc1NC(=O)CCC(=O)NCCc1ccccc1	1.2	-28.0	1.1	-0.3	1.1	0.6	-19.6	-1.0	-0.6	-6.6
COc1ccc(OC)c(NC(=O)c2ccc(CSc3ncccn3)cc2)c1	2.0	6.3	0.9	0.0	0.9	0.1	-3.4	-3.8	9.1	-2.8
CC1CC(NC(=O)CCn2c(=O)oc3ccccc32)CC(C)(C)C1 (stereo unspecified)	2.2	-29.1	1	-0.4	1	-1.9	-8.6	99.4*	-7.3	-8.8
CC(C)(C)S(=O)(=O)c1ccsc1C(=O)O	0.8	7.0	1.2	-0.2	1.2	-0.5	-9.1	29.5	-2.2	-3.4
COc1ccccc1Nc1nnc(SCC(=O)N2CC(=O)Nc3ccccc32)s1	2.5	-4.1	0.9	0.3	0.8	-0.1	-2.9	-4.5	-11.5	5.3
COc1cc(CC(=O)NCCc2ccc(S(N)(=O)=O)cc2)cc(OC)c1OC	0.4	x	1	-0.1	0.9	0.0	-13.7	-5.4	-3.0	-6.5
Cc1nn(C)c(C)c1S(=O)(=O)NC1CCCc2ccccc21 (stereo unspecified)	1.8	6.2	1	-0.2	0.9	0.0	-11.9	-1.3	-6.9	-5.5
CCC(c1nnc(SCC(=O)Nc2cccnc2Cl)n1-c1ccccc1)N(C)C (stereo unspecified)	0.7	-1.5	1	-0.2	1	-0.2	-2.1	-2.3	-1.1	1.6
CC(/C=C/c1ccc2c(c1)OCO2)=N\NC(=O)c1ccccc1	4.5	-5.4	0.9	-0.1	0.9	-0.1	-0.6	6.8	-0.9	0.8
Cc1ccc(-c2noc(CSc3nnc(CCc4ccccc4)n3-c3ccccc3)n2)cc1	13.7*	x	0.9	-0.1	0.8	-0.2	-9.9	12.3	-2.0	-6.1
COC(=O)NCc1ccc(Cl)c(Cl)c1	-0.2	28.2	0.9	0.0	0.9	4.1	-17.9	-4.1	-0.1	-4.8
Fc1ccc(CN2CCN(C(=S)NCCc3ccccc3)CC2)c(Cl)c1	2.5	-5.8	1	-0.1	1	-0.7	-8.8	1.0	-4.7	-4.3
CN1OC(COC(=O)c2ccc(Cl)cc2Cl)CC1c1ccccc1 (stereo unspecified)	1.6	x	0.9	-0.1	0.9	3.0	-8.3	-3.1	1.8	-7.3
CC(C)C(C)NC(=O)COC(=O)c1cc(S(=O)(=O)N(C)C)ccc1N1CCCC1 (stereo unspecified)	1.2	-25.1	1	-0.1	0.9	-0.5	-3.2	6.3	0.4	-3.8
CC1(C)CC(NC(=O)C23CCC(C)(C(=O)C2=O)C3(C)C)CC(C)(C)N1 (stereo unspecified)	0.5	3.2	1	0.4	0.9	-0.6	-7.2	-4.1	2.4	2.6
Cc1cccc(Cc2nnc(NC(=O)c3cccc(S(=O)(=O)N4CCOCC4)c3)s2)c1	3.5	-12.8	1	0.2	0.9	-0.6	-9.5	0.0	-3.9	-1.3
CCOC(=O)c1cc(-c2ccc(OC(F)F)cc2)nc2c1c(=O)[nH]c(=O)n2C	-0.9	-14.6	0.9	-0.4	0.9	0.0	-6.7	41.0	4.5	-6.2
O=C(Nc1c2c(nn1-c1ccccc1)CSC2)c1ccc(N2C(=O)CCC2=O)cc1	0.6	-7.7	1.2	-0.4	1.1	0.3	-12.3	-6.3	1.6	-1.6
CC(C)C(=O)Nc1cccc(NC(=O)c2cccnc2)c1	1.5	-45.2	1.1	1.1	1.1	3.1	-7.1	-3.9	-0.8	-7.5
CC1CCN(CCCNC(=O)c2ccc(CS(=O)(=O)Cc3ccccc3F)o2)CC1	1.1	x	0.9	-0.1	0.9	1.4	-7.9	5.0	3.4	-2.1
